IDE act: human IDE activators in live cells, primary screen, fluorescence polarization, HEK cells, FAbeta-B substrate | Insulin-degrading enzyme (Homo sapiens), P14735 | FAbeta-B cleavage; 0% vehicle, 100% cell-free pure enzyme wells | activation, % at 5.96 µM | 340,000 tested, 0.073% active | AID 493087, 2011;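 active = activation above the mean of all tested compounds plus 3 SD, set per screening campaign, cut at about 17% in these data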
NALP1 inh: NALP1 inflammasome inhibitors in reconstituted yeast, colorimetric, S. cerevisiae, triplicate retest; S. cerevisiae NALP1/ASC/caspase-1 growth, X-gal OD620, 72 h; inhibition, % at 10 µM; 280,000 tested, 0.61% active; in the data active = inhibition mostly above about 24%, no sharp cut-off; inactive = mostly below about 32%; also: some compounds called inactive have numbers as strong as hits
VIM-2 inh: VIM-2 metallo-beta-lactamase inhibitors, primary screen, biochemical, epi-absorbance readout, Pseudomonas aeruginosa enzyme; purified VIM-2, nitrocefin hydrolysis, epi-absorbance fluorescence; inhibition, % at 5.6 µM; 290,000 tested, 0.89% active; AID 1527, 2009;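 active = inhibition above the mean of all tested compounds plus 3 SD, cutoff set per screening run, cut at about 7.5% in these data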;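 also: red hydrolysis product quenches plate fluorescence so inhibitors raise well fluorescence; 0% = enzyme with DMSO and 100% = DMSO without enzyme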
GPR7 antagonist: GPR7 receptor antagonists, primary screen, cell-based, fluorescence, single concentration; Neuropeptides B/W receptor type 1 (Homo sapiens), P48145; GPR7-expressing cells, fluorescence antagonist assay; inhibition, % at 4.4 µM; 290,000 tested, 1.1% active; in the data active = inhibition above about 16%, passing the limit was not always enough;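 also: cells stimulated with the agonist NPW; 0% = agonist with vehicle and 100% = vehicle without agonist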
Target sequence (P48145 whole entry, looked up): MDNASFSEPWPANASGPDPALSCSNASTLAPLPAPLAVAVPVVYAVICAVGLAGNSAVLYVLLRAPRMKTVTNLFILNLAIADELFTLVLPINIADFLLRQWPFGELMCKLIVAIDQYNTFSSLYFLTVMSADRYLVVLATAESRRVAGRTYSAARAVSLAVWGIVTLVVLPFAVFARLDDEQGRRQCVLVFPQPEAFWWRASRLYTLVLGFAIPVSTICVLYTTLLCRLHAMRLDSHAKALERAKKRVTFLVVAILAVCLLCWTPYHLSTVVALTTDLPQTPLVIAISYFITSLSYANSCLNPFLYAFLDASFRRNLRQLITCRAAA
IMP-1 inhibitor: IMP-1 metallo-beta-lactamase inhibitors, primary screen, biochemical, epi-absorbance readout, Pseudomonas aeruginosa enzyme; metallo-beta-lactamase IMP-1 (Pseudomonas aeruginosa); purified IMP-1, nitrocefin hydrolysis, epi-absorbance fluorescence; inhibition, % at 5.6 µM; 290,000 tested, 0.45% active;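 active = inhibition above the mean plus 3 SD of all compounds in the same screening run, cut at about 4.5% in these data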;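 also: 0% = IMP-1 with DMSO and 100% = DMSO wells lacking enzyme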
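Material – recombinant IMP-1 enzyme, purified · Amount – IMP-1 0.2 nM before substrate addition · Medium – HEPES buffer pH 7.1 with ZnSO4 and Brij 35 · Timing – 25 °C, 15 min preincubation, 25 min reaction · Measured by – plate fluorescence quenching by hydrolysis product, ex 480/em 530 nm · Read-out – percent enzyme inhibition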
IDE cell inh: human IDE inhibitors in live cells, primary screen, fluorescence polarization, HEK cells, FAbetaB substrate; 320,000 tested, 0.41% active; inhibition, % at 5.59 µM; FAbetaB cleavage; Insulin-degrading enzyme (Homo sapiens), P14735;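 active = percent inhibition above the average of all tested compounds plus 3 SD, set per screening campaign, cut at about 16% in these data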;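 also: IDE supplied by intact live HEK cells; FP after avidin binding of uncleaved biotin substrate so inhibition keeps polarization high; 0% = DMSO wells and 100% = 60 µM reference IDE inhibitor Ii1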
p-CIP stab down: p/CIP-EGFP fusion destabilizers, primary screen, fluorescence, F442A cells. Q05BA5. 290,000 tested, 0.01% active. 16 h. AID 1984, 2009. decrease of EGFP signal, % at 10 µM;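 active = EGFP signal decrease of at least 30% at 10 µM or well 3 SD below plate mean, unless failing retest; inactive = the rest, including hits failing retest or dose response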; also: some compounds called inactive have numbers as strong as hits; many of its hits are not listed in these tables
PHOSPHO1 inh: PubChem AID 1565; recombinant PHOSPHO1, absorbance phosphatase assay; Phosphoethanolamine/phosphocholine phosphatase (Homo sapiens), Q8TCT1; inhibition, % at 13.3 µM; 290,000 tested, 1.1% active; in the data active = inhibition above about 60%
Target sequence (Q8TCT1 whole entry, looked up): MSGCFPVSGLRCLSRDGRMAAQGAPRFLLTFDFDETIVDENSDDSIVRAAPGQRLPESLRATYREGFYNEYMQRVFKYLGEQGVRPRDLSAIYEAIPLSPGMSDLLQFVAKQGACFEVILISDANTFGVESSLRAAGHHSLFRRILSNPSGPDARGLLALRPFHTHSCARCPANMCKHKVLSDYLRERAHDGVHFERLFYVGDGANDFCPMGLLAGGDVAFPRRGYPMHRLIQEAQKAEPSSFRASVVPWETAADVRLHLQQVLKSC
M18AAP inhibitor: PfM18AAP inhibitors, malaria aminopeptidase, primary screen, biochemical, QFRET, recombinant enzyme; M18 aspartyl aminopeptidase (Plasmodium falciparum 3D7); H-Glu-NHMec fluorogenic cleavage; inhibition, % at 7.35 µM; 290,000 tested, 1.2% active; AID 1822, 2009;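 active = inhibition above the campaign mean inhibition over all tested compounds plus 3 SD, cut at about 28% in these data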;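 also: 0% = plate median of test compound wells and 100% = 2 mM ZnCl2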
* hit, by the source's call; nt = no result given.

no.	mol	IDE act	NALP1 inh	VIM-2 inh	GPR7 antagonist	IMP-1 inhibitor
1	COc1ccc(C(C)=O)cc1COc1ccc(Cl)c(C)c1	4	23	-1.9	-16	-1.9
2	CCn1cc(C(=O)Nc2ccc(NC(=O)c3ccco3)cc2)c(=O)c2ccc(C)nc21	5	21	-1.0	-2	-2.1
3	Clc1ccc(-c2nc3cc(CN4CCCCC4)ccc3o2)cc1	0	-10	-2.2	-15	-2.5
4	COc1ccccc1S(=O)(=O)Cc1ccc(C(=O)N2CCN(c3ccccn3)CC2)o1	-2	22	-0.7	-2	-4.0
5	NC(=O)c1c(-c2ccccc2)oc2ccc(O)cc12	-11	nt	-3.2	9	-1.6
6	COc1cccc2cc(C(C)=O)c(=O)oc12	4	-3	0.4	-8	-1.0
7	CCCC(=O)c1ccc(N2CCN(C(=O)c3cccs3)CC2)c(F)c1	-3	16	-1.5	8	-2.8
8	Cn1cc(-c2ccccc2)cc(C#N)c1=O	3	14	-5.0	-12	-4.2
9	O=C(/C=C/c1ccc(F)cc1)NC(=S)NNC(=O)[C@H]1C[C@@H]1c1ccccc1	-5	-12	-1.6	4	-2.9
10	Cc1ccccc1-n1cnnc1SCC(=O)Nc1cccnc1Cl	1	4	-2.5	-12	-2.7
11	CCOC(=O)NC(=O)C(=CNc1ccccc1C)C(=O)NC(=O)OCC	0	16	-2.2	1	-3.3
12	Cc1cc(C)c(S(=O)(=O)Nc2cccc(S(=O)(=O)N3CCOCC3)c2)c(C)c1	7	5	-2.3	-9	-3.9
13	COc1cc(/C=C/C(=O)OCC(=O)NC(=O)NC(C)(C)C)ccc1O	0	nt	-1.7	-4	-2.5
14	CC(NC(=O)CC(O)(C(F)(F)F)C(F)(F)F)c1ccccc1 (centres undefined)	0	9	-2.1	-17	-2.8
15	Cc1ccc(NC(=O)Cn2nnc(C(=O)NCc3cccs3)c2N)cc1F	1	24	-0.5	7	-0.9

no.	IDE cell inh	p-CIP stab down	PHOSPHO1 inh	M18AAP inhibitor
1	1	-3	30	-1
2	7	-2	-14	-3
3	nt	-4	25	0
4	2	-2	22	-6
5	7	-10	0	3
6	5	44	-18	3
7	0	3	39	1
8	-4	0	45	-3
9	-1	-5	-12	-3
10	-8	3	-7	-8
11	0	3	2	-3
12	4	0	19	-4
13	2	2	33	6
14	1	2	5	-7
15	0	10	45	-4

Next part:
no.	mol	IDE act	NALP1 inh	VIM-2 inh	GPR7 antagonist	IMP-1 inhibitor
16	Brc1ccc(-c2nnc(-c3ccccc3)c(N3CCSCC3)n2)cc1	-5	5	0.7	4	-1.7
17	CCCOC(=O)c1ccc(NC(=O)C(CC)CC)cc1	2	38	-2.3	-4	-2.3
18	O=S(=O)(Nc1nc(CN2CCOCC2)nc2sc3c(c12)CCCC3)c1cc(F)ccc1F	-1	-30	-4.5	6	-2.8
19	O=C(CSc1nnc(-c2cccs2)n1Cc1ccccc1)NCc1ccc2c(c1)OCO2	0	14	0.0	2	-2.8
20	CC1CCN(S(=O)(=O)c2ccc(NC(=O)C3CC3)cc2)CC1	3	6	0.2	-10	-0.6
21	O=C(O)Cn1ncn(-c2ccc(OC(F)(F)F)cc2)c1=O	7	9	-2.8	-12	-1.9
22	Cn1c(=O)oc2cc(S(=O)(=O)N3CCCC3)ccc21	3	27	-3.0	-12	-4.3
23	COc1ccc(C(C)=O)cc1COc1nc(C)nc2ccccc12	-5	2	0.2	-9	-1.5
24	CCCc1ccc(C(C)NC(=O)c2cnccn2)cc1 (centres undefined)	5	13	-0.4	8	-1.9
25	CCOC(=O)c1c(NC(=O)CCS(=O)(=O)c2ccccc2)sc2c1CCN(C)C2	-3	5	-1.8	-13	-0.2
26	O=C(O)c1c(-c2ccc(Cl)cc2)cn2ccccc12	7	-5	2.8	14	-1.1
27	Cc1ccc(S(=O)(=O)NNC(=O)Nc2ccc(Cl)c(Cl)c2)cc1	-8	18	-4.4	-1	-2.4
28	Cc1cc(F)ccc1NC(=S)NC1CCCC1	7	10	-1.6	-2	-4.3
29	Cc1ccc(C(=O)NCc2ccccc2)cc1Br	-2	35	-0.1	10	0.1
30	COc1ccc(-c2cc(=NC(CC(C)C)C(=O)O)c3cc(C)ccc3o2)cc1 (centres undefined)	4	33	1.4	-2	-2.9

no.	IDE cell inh	p-CIP stab down	PHOSPHO1 inh	M18AAP inhibitor
16	4	-1	-22	-1
17	-2	-1	-10	-1
18	4	-4	-6	0
19	1	-7	49	-8
20	1	-15	26	-16
21	-2	-9	42	3
22	2	-12	-15	3
23	3	-6	-20	1
24	1	-8	7	-8
25	5	1	27	1
26	0	0	42	-6
27	-3	7	13	-6
28	nt	2	28	1
29	1	-4	-6	4
30	-2	-5	-4	-4

One compound at a time, from the list above. Order of screens: IDE act, NALP1 inh, VIM-2 inh, GPR7 antagonist, IMP-1 inhibitor, IDE cell inh, p-CIP stab down, PHOSPHO1 inh, M18AAP inhibitor
Brc1ccc(-c2nnc(-c3ccccc3)c(N3CCSCC3)n2)cc1 is entered as -5, 5, 0.7, 4, -1.7, 4, -1, -22, -1
Cc1ccc(C(=O)NCc2ccccc2)cc1Br is entered as -2, 35, -0.1, 10, 0.1, 1, -4, -6, 4
COc1ccc(-c2cc(=NC(CC(C)C)C(=O)O)c3cc(C)ccc3o2)cc1 (centres undefined) is entered as 4, 33, 1.4, -2, -2.9, -2, -5, -4, -4
CCCOC(=O)c1ccc(NC(=O)C(CC)CC)cc1 is entered as 2, 38, -2.3, -4, -2.3, -2, -1, -10, -1

More results
no.	mol	IDE act	NALP1 inh	VIM-2 inh	GPR7 antagonist	IMP-1 inhibitor
31	O=C(CSc1nccc(-c2cccs2)n1)Nc1cccc(Cl)c1Cl	5	-3	-2.4	3	-1.1
32	Cc1sc2nc(SCc3ccc(C(=O)O)cc3)n(Cc3ccco3)c(=O)c2c1C	8	7	-1.0	-11	-2.2
33	O=C(OCc1nnc(-c2ccccc2)o1)c1ccc(Cl)cc1	0	14	-0.9	-1	-2.1
34	COc1ccccc1C(c1nnnn1C(C)(C)C)N1CCCCCC1 (centres undefined)	2	-7	0.2	-4	-4.0
35	CC(=O)Oc1ccc(C(=O)Nn2cnnc2)cc1	6	nt	-1.4	-9	2.6
36	O=C(CCCn1c(=O)[nH]c2cc(Cl)ccc2c1=O)NCCCN1CCCC1	-4	11	-1.2	-3	-4.1
37	COc1ccccc1NC(=O)c1cc(S(=O)(=O)N2CCOCC2)ccc1Cl	-1	12	0.2	-3	0.4
38	CCOC(=O)C/C(C)=N/NC(=O)c1cccs1	8	-10	-1.9	11	-1.2
39	Cc1cc(C)nc(/N=C2\NC(=O)CC(C(=O)O)N2c2ccc(Oc3ccccc3)cc2)n1 (centres undefined)	-4	0	-1.8	-10	-3.4
40	CCCNC(=O)CN(Cc1ccco1)S(=O)(=O)c1ccc(OCC)cc1	-3	21	-1.0	10	0.4
41	CC(=O)Nc1ccc2nc(-c3cccnc3)[nH]c2c1	-2	2	-4.0	7	-1.4
42	CCOc1cccc(/C=C/c2cc(C(=O)O)c3ccccc3n2)c1OC	9	-4	-2.2	-4	-1.7
43	O=C(N/N=C/c1cccc(OC(=O)c2ccccc2Cl)c1)c1cccnc1	-1	8	-1.0	-6	-2.7
44	CCCCn1c(N)c(N(CCC(C)C)C(=O)COC(=O)c2ccco2)c(=O)[nH]c1=O	4	6	-2.7	-8	-2.7
45	CCN(CC)C(=O)CCc1nnc(CCc2c[nH]c3ccccc23)o1	-5	8	-3.3	7	-1.9

no.	IDE cell inh	p-CIP stab down	PHOSPHO1 inh	M18AAP inhibitor
31	3	-67	51	-7
32	0	-11	-98	-2
33	-1	2	-5	-2
34	-2	0	3	-8
35	2	nt	nt	15
36	0	-11	4	-12
37	4	-5	-55	-6
38	-3	-22	11	-9
39	3	2	-10	26
40	5	-2	-32	1
41	1	-4	9	3
42	-2	8	28	3
43	1	-6	46	4
44	1	4	-17	-1
45	-1	-2	6	-2

Continuation.
no.	mol	IDE act	NALP1 inh	VIM-2 inh	GPR7 antagonist	IMP-1 inhibitor
46	COc1ccc2c(c1)c1nc3ccccc3nc1n2Cc1ccc(OC)c(OC)c1	9	29	1.0	1	-1.4
47	CCCC1CCC(c2ccc(C(N)=O)cc2)CC1 (centres undefined)	0	-2	-1.4	-20	-3.0
48	O=C(CCN1C(=O)c2ccccc2C1=O)NC(=S)Nc1ccccc1	-3	6	-0.6	-6	-1.4
49	CC1CCN(c2nnc(N)s2)CC1	2	1	-3.2	2	-3.6
50	O=[N+]([O-])c1ccc(-c2cnc[nH]2)cc1	nt	13	0.4	1	-1.1
51	COC(=O)CCC(=O)NN1C(=O)c2ccccc2C1=O	1	-4	1.1	11	1.4
52	CC(C)CC(NC(=O)OC(C)(C)C)c1cn([C@@H](Cc2cc3ccccc3[nH]2)C(=O)N2CCN(C(=O)OC(C)(C)C)CC2)nn1 (some centres undefined)	4	-6	-2.8	-8	-3.8
53	COc1ccc(N2CCN(c3oc(COc4ccc(Cl)cc4Cl)nc3C#N)CC2)cc1	1	2	-0.2	41*	-2.0

no.	IDE cell inh	p-CIP stab down	PHOSPHO1 inh	M18AAP inhibitor
46	2	-8	-20	-1
47	1	-4	53	9
48	-4	2	-1	-7
49	nt	13	-10	4
50	2	4	28	-1
51	-13	-4	27	-6
52	-2	-10	9	-4
53	-1	-6	5	3
